# Screening results (PubChem)
# Statin myotox sup: protects C2C12 myotubes from simvastatin toxicity | rescue of ATP level, % at 7.49 µM | hit rate 0.78% among 330,000 | ATP luminescence, 48 h; scaled: DMSO 0, geranylgeraniol control 100;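 active = mean ATP rescue above about 67%, or every replicate alone reaching that limit, limit read from the data, passing the limit was not always enough; inconclusive = no clear call, values can overlap the other calls; inactive = mean under the limit and some replicate under it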;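 also: myotubes were challenged with 10 µM simvastatin during compound exposure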
# SIRT5 block: inhibitors of human sirtuin-5 desuccinylase | hit rate 1.1% among 330,000 | Purified SirT5, succinyl-peptide AMC, trypsin-coupled fluorescence | AID 652115 | Q9NXA8 | inhibition, % at 15 µM; in the data active = inhibition above about 15%; inconclusive = no clear call, values can overlap the other calls
# Target sequence (Q9NXA8 whole entry, looked up): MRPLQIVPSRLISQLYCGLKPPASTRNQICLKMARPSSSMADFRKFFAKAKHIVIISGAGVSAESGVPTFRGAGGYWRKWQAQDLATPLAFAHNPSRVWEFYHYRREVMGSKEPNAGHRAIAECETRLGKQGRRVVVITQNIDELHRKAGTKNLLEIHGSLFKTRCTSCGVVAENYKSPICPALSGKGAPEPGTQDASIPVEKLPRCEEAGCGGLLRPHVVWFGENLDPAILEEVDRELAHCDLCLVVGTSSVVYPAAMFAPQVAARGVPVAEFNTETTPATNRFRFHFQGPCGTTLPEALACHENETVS
# FN deposit inh: fibronectin deposition inhibition | AH1F fibroblasts, Alexa488-fibronectin deposition fluorescence, overnight | inhibition, % at 12.6 µM | hit rate 0.086% among 350,000 | AID 743247;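 active = mean inhibition across replicates of 30% or more, regardless of how many single replicates reach that level; inconclusive = mean under 30% yet at least half of replicates reach 30%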;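 also: positive control wells lacked labelled fibronectin entirely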
#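 Measured by – fluorescence 485/525 nm · System – AH1F fibroblast monolayer, labelled fibronectin deposition · Amount – 10000 cells per well · Buffer or medium – serum-reduced DMEM (2% serum) · Doses – single dose, pinned · Also added – fluorescent fibronectin at 24 nM final · Schedule – 1 h cell attachment, overnight exposure to compound and label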
# CASP6 VEID inh: caspase-6 (human) enzyme inhibition; P55212; purified caspase-6, Z-VEID-R110 cleavage fluorescence; inhibition, % at 12.5 µM; hit rate 0.53% among 350,000; AID 686996;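 active = mean inhibition across replicates at least about 35%, with every replicate also reaching that limit, limit read from the data; inconclusive = only one of the two criteria met; inactive = neither criterion met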;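 also: 0% = median of neutral control wells and 100% = no fluorescence left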
# Target sequence (P55212 24-179 limits assumed): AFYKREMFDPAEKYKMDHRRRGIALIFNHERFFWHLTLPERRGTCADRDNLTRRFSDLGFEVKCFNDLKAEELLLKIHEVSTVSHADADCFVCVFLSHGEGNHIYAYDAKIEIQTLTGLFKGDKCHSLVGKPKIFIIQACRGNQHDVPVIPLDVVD
# Target sequence (P55212 194-293 limits assumed): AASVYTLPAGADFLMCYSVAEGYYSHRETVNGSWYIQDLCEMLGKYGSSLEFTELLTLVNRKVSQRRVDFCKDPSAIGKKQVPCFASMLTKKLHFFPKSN
# LGR2 antag: Drosophila LGR2 receptor signaling inhibition; hit rate 0.35% among 380,000; inhibition, % at 9.99 µM; HEK293 LGR2, CRE-luciferase, bursicon-stimulated, 4 h;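 active = drop in luminescence signal, shown as inhibition above about 50% in the replicate tests, limit read from the data, passing the limit was not always enough; inconclusive = probably only some replicates passing the limit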;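 also: agonist challenge used bursicon conditioned medium at about half maximal strength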
# S100A4 inh HTS: S100A4-myosin IIA interaction inhibition | S100A4/TAMRA-MyoIIA peptide fluorescence polarization | hit rate 0.14% among 360,000 | inhibition, % at 10.7 µM;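 active = mean inhibition of at least 70% across replicates, with every replicate also reaching that level; inconclusive = mean inhibition reaches 70% but some replicates fall short; inactive = mean inhibition below 70%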
# Target sequence (P26447 whole entry, looked up): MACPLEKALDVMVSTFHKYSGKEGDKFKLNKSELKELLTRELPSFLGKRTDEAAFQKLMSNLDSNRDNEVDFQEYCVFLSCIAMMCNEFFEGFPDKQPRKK
#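 Material: human S100A4 monomer with TAMRA-labelled myosin IIA peptide; buffer or medium: HEPES pH 7.2 with CaCl2, KCl, NaCl, DTT, Triton; compound dosing: one concentration per compound; schedule: 5 min incubation before reading; benchmarks: neutral control DMSO, positive control TFP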
# esBAF inh: inhibitors of esBAF chromatin remodeling in mouse ES cells | reporter increase, % at 12.5 µM | hit rate 2% among 350,000 | Bmi1-luciferase knock-in reporter, 24 h; 100% = twice the neutral-well signal; in the data active = activation above about 40%; inconclusive = no clear call, values can overlap the other calls;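 also: 0% = median of the plate's neutral control wells and 100% = double that signal; a rise in the Bmi1 reporter signal indicates esBAF inhibition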
# An asterisk follows results filed as active; ? = inconclusive; . = no result given; & = joins results of further samples. Some of the compounds tested; the hit share may differ from the screen's.
SMILES,Statin myotox sup,SIRT5 block,FN deposit inh,CASP6 VEID inh,LGR2 antag,S100A4 inh HTS,esBAF inh
CCc1ccc(CNC(=O)C2CCCN(c3nc4ccccc4o3)C2)cc1 (stereo not given),28,.,-4,.,.,.,-1
CO[C@H]1CN(C)C(=O)c2ccc(NC(=O)c3ccccc3F)cc2OC[C@H](C)N(CC2CC2)C[C@H]1C,2,-5,2,-7,15,-2,4
CC1CCCCC1NC(=O)C1CCN(S(=O)(=O)c2cccc3nonc23)CC1 (stereo not given),4,9,-2,2,4,-4,-1
CCOc1ccc(-c2nnn(CCC#N)n2)cc1OC,.,2,5,-2,12,-1,.
CCN(C(=O)c1cc(OC)c(OC)c(OC)c1)C1CCCCC1,17,.,5,-4,-18,1,-2
Nc1nncn1C(=O)c1cccs1,10,.,6,.,.,.,-7
CC1=NN(C(N)=S)C(=O)C1N=Nc1c(Br)cc(Br)cc1Br (stereo not given),-10,6,6,22,.,-3,10
CCNC(=O)C[C@H]1CC[C@@H](NS(=O)(=O)c2ccc(F)cc2)[C@H](CO)O1,0,2,-11,0,-4,-15,4
COc1cc(/C=N/NC(=O)c2nc(-c3ccccc3)n(-c3ccccc3)n2)ccc1O,9,.,1,.,3,.,7
O=C(C[C@H]1C[C@H]2c3cc(NC(=O)Nc4ccccc4F)ccc3O[C@H]2[C@@H](CO)O1)NCc1ccc(Oc2ccccc2)cc1,-2,0,3,-4,23,-1,-3
O=C(NCCCN1CCOCC1)c1cccc(S(=O)(=O)Nc2ccc(F)cc2)c1,7,-7,.,-3,16,10,-1
CC(C)CN(C(=O)C1CCCO1)C1CCS(=O)(=O)C1 (stereo not given),19,13,-5,6,-15,-4,0
C[C@H]1CN([C@@H](C)CO)C(=O)CCCn2cc(nn2)CO[C@@H]1CN(C)S(=O)(=O)c1cn(C)cn1,-20,-4&-8,3&-2,2&5,-9,-4&-4,-5
C[C@@H]1CN([C@H](C)CO)C(=O)c2cc(NC(=O)Cn3cnnn3)ccc2O[C@H]1CN(C)C(=O)Nc1cccc2ccccc12,19,1,.,1,-3,2,-3
CNC[C@H]1OCCCC[C@H](C)Oc2ccc(NS(C)(=O)=O)cc2C(=O)N([C@@H](C)CO)C[C@H]1C,11,0,.,-1,2,-5,4
CSc1nnc(C)c(=O)n1COC(=O)/C=C/c1ccccc1,-2,-1,8,2,0,2,2
CCC(=O)N1[C@@H]2CN(C(=O)c3cccc(OC)c3)c3ccccc3[C@@H]2[C@@H]1CO,20,-1,.,1,16,-2,0
COc1ccc(CCNC(=O)CCCCCn2c(SCC(N)=O)nc3cc4c(cc3c2=O)OCO4)cc1OC,-5,4,6,0,20,-1,11
O=C(OC(c1ccccc1)c1nccc2ccccc12)c1ccccc1 (stereo not given),6,-3,7,.,?,0,-38
O=S(=O)([O-])C/C(=C\c1ccc(Cl)cc1)c1cc[n+](CCO)cc1,.,1,-12,2,.,1,.
C[C@@H]1CCCCO[C@@H](CN(C)C(=O)CCC(F)(F)F)[C@@H](C)CN([C@H](C)CO)C(=O)c2cc(N(C)C)ccc2O1,-5&-31,2&-1&5,-3,5&2&20,-9&-3,52&11&14,-3&-5&3
C/C(=N/NC(=O)c1sc(NS(=O)(=O)c2ccccc2)nc1C)c1sc(N)nc1C,-7,13,.,3,-8,9,-12
COc1ccccc1NC(=O)CSc1ccc2nnc(-c3ccncc3)n2n1,17,2,2,0,-6,4,-10
OC(c1ccc(Cl)c(Cl)c1)c1ncc(-c2ccc(C(F)(F)F)cc2)[nH]1 (stereo not given),-4,1,1,1,1,-3,0
CSC1=C(C#N)C(c2ccccc2)C(C(C)=O)=C(C)N1 (stereo not given),.,-7,1,1,-11,-2,.
# The list goes on:
SMILES,Statin myotox sup,SIRT5 block,FN deposit inh,CASP6 VEID inh,LGR2 antag,S100A4 inh HTS,esBAF inh
CC(=O)c1cccc(NC(=S)NCCc2ccc(F)cc2)c1,.,-6,6,-1,.,-7,.
CCN1/C(=C2\C(=O)N(C)C(=S)N2c2ccccc2)C=Cc2ccccc21,-4,1,7,-1,-3,6,-11
Cc1ccc(S(=O)(=O)N(CC(=O)N2CCOCC2)C2CCCCC2)cc1,6,.,7,.,.,.,-2
CCC(C)(C)NC(=O)Cn1c(-c2ccc(C)cc2)noc1=O,.,-2,4,-2,1,0,.
COc1ccc(CNC(=O)c2oc3ccc(S(=O)(=O)N4CCOCC4)cc3c2C)cc1,-2,-9,0,-1,-20,-7,2
C[C@@H]1CN([C@H](C)CO)C(=O)Cc2cc(NS(=O)(=O)c3ccc(Cl)cc3)ccc2O[C@@H]1CN(C)S(=O)(=O)c1ccccc1,29,1,.,0,0,65,-3
Cc1cc(=O)oc2cc(OCC(=O)OCC(=O)NCCc3ccccc3)ccc12,.,2,-2,3,2,-6,.
Cc1ccc(S(=O)(=O)N(C)CCCC(=O)NC(C)(C)C)cc1,-3,6,5,1,-2,-5,-1
CN1NC(=O)c2ccccc2NC1=S,.,.,13,-3,-1,-5,.
C[C@@H]1CN([C@@H](C)CO)C(=O)c2cccc(NC(=O)c3ccc(-c4nccs4)cc3)c2O[C@@H]1CN(C)Cc1ccccc1,6,15*,.,.,5,4,2
CN1C(=CC=C2C=C(I)C(=O)C(I)=C2)C(C)(C)c2ccccc21,-59,2,3,-4,21,-1,-26
C[C@H](CO)N1C[C@H](C)[C@@H](CN(C)Cc2ccc3c(c2)OCO3)Oc2ccc(N(C)C)cc2C1=O,24,1,-26,1,8,6,-4
Cn1c(C(=O)N2CCN(c3ccccn3)CC2)cc2ccccc21,-2,-2,-1,2,-9,-4,4
CCNC(=O)C[C@@H]1CC[C@@H]2[C@H](COc3ccc(NC(=O)c4cccs4)cc3C(=O)N2C)O1,-18,-2,4,-2,-2,-5,-1
COc1cc2c(cc1OC)C(C)N(C(=O)c1cc3c(s1)-c1c(C)cccc1OC3)CC2 (stereo not given),-5,-1,0,1,-9,-3,-3
CC(=O)c1ccc(N=Nc2c(C)[nH]n(-c3ccccc3)c2=O)cc1,-3,-2,4,-2,-11,-1,1
O=C(Cc1c(F)cccc1Cl)N1CCOCC1,.,0,-4,-3,-17,0,.
COc1ccc(C2=NNC(=O)CC2)cc1,.,-2,-10,1,2,-2,.
Nc1[nH]c(C(=O)c2ccccc2)c(-c2cccnc2)c1C(=O)NC1CCCCC1,.,0,4,1,-6,-9,.
Cc1ncc(CO)c2c1Oc1nc(-c3ccccc3)nc(SCC(=O)Nc3cccc(O)c3)c1C2,9,-3,-14,3,5,-8,7
O=C(CSc1ccc2nnc(-c3ccncc3)n2n1)Nc1nccs1,7,-1,7,1,-21,3,-5
CC(C)CNC(=O)COc1ccc2c3c(c(=O)oc2c1)CCC3,19,-5,.,1,-21,-2,6
CC(=O)c1nc(N2C(=O)CC(Cc3ccccc3)C2=O)sc1C (stereo not given),-2,2,-3,-1,14,-2,-5
O=C(NCCN1CCCCC1)c1ccc(F)cc1Cl,13,0,3,-7,21,-19,-3
O=C(O)C1CC(=O)N(c2ccc(OCc3ccccc3Cl)cc2)C1 (stereo not given),.,1,.,-2,1,-2,.
# Carrying on.
SMILES,Statin myotox sup,SIRT5 block,FN deposit inh,CASP6 VEID inh,LGR2 antag,S100A4 inh HTS,esBAF inh
O=C(O)CC/C(=C\c1ccc2c(c1)OCO2)c1nc2ccccc2s1,22,3,3,3,0,4,-2
CC(=O)N1CCSc2ccc(S(=O)(=O)N3CCC(C)CC3)cc21,10,3,-2,-1,1,1,-7
O=C(NNC(=S)NCC1CCCO1)c1cccc(S(=O)(=O)N2CCOCC2)c1 (stereo not given),2,-2,1,2,-3,0,2
C[C@H]1CN([C@@H](C)CO)C(=O)c2cccc(NC(=O)C3CCOCC3)c2O[C@@H]1CN(C)Cc1ccccc1,-9,2,.,-1,1,-7,6
CCC1CCCCN1Cc1ccc(CNC(=O)CCc2nnc3ccc(N4CCCCC4)nn23)o1 (stereo not given),-1,-3,-13,-5,-25,-2,0
CCOc1ccc(S(=O)(=O)NC(C)C(=O)NC2CCCC2)cc1 (stereo not given),5,-3,-4,-2,2,-1,-7
CC(=O)N1C[C@H]2CON(C)[C@H]2C[C@H]1c1ccccc1-c1ccccc1,.,-1,2,0,-11,-3,.
Nc1nc(-c2cccnc2)nn1C(=O)c1ccc(F)cc1,1,-4,-1,0,-14,11,-2
CCOc1ccc(C(=O)NC2C(=O)N3C(C(=O)O)=C(COC(C)=O)CSC23)cc1OCC (stereo not given),4,-1,-3,11,-18,1,.
COC(=O)[C@]12CCCCC=C1N(Cc1ccco1)C(=O)[C@H](CC(=O)NCc1ccccc1)C2,.,-1,20,-1,0,0,.
